# Screening results from PubChem BioAssay.
# NTR1 ag = agonists of NTR1, primary screen, imaging, U2OS cells, beta-arrestin-GFP, high content (AID 493036); NTR1-U2OS beta-arrestin-GFP spot imaging, agonist mode; activation, % at 20 µM; hit rate 0.17% among 330,000;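 active = activation at or above 40% of the spot to cytoplasm intensity ratio, with at least 20 cells analyzed; inconclusive = wells under 20 cells, flagged as cytotoxic or low count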;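 note: 0% = DMSO without peptide and 100% = 100 nM NTR1 peptide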
# Target sequence (P30989 whole entry, looked up): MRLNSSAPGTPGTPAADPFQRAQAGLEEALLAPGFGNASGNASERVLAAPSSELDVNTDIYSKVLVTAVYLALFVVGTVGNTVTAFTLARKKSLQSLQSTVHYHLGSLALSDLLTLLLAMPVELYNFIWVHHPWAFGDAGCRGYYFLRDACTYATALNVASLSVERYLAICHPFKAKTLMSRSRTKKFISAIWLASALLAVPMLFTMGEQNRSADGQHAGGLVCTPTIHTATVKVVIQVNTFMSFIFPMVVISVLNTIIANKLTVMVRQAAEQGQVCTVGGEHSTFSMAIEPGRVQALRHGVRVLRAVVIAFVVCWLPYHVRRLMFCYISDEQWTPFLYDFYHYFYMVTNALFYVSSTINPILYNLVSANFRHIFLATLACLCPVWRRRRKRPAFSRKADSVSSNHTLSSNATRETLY
# Siah-1 displacement = Siah-1 peptide-binding antagonists, primary screen, biochemical, fluorescence polarization, rhodamine-plectin, uHTS (AID 1817) | E3 ubiquitin-protein ligase SIAH1 (Homo sapiens) | Siah-1 / rhodamine-plectin peptide fluorescence polarization; higher % means a stronger effect | displacement, % at 20 µM; hits with a dose series show IC50 in µM | hit rate 0.02% among 290,000;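 active = displacement of at least 50% at 20 µM, with a fluorescence ratio check between 0.3 and a set limit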;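 note: plate controls were Siah plus tracer with DMSO for no effect and tracer alone without Siah for full effect; strong numbers were not always called active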
# Salmonella PhoP GFP = inhibitors of PhoP regulon expression, primary screen, Salmonella Typhimurium, GFP reporter (AID 1863); S. Typhimurium PhoP-regulated promoter GFP reporter, 4 h; higher % means a stronger effect; inhibition, % at 50 µM, or IC50 in µM where a hit was titrated; hit rate 0.16% among 300,000;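 active = inhibition over 29.93%, a cutoff 3 SD above the screen mean, later confirmed by dose response; inconclusive = inhibition over 29.93% but no dose response follow-up; inactive = inhibition at most 29.93% or unconfirmed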;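 note: 0% = low Mg2+ inducing control and 100% = high Mg2+ repressing control; strong numbers were not always called active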
# LYP inhibition = inhibitors of LYP phosphatase, biochemical, fluorescence intensity, uHTS (AID 1779); Tyrosine-protein phosphatase non-receptor type 22 (Homo sapiens); recombinant LYP phosphatase, fluorescence intensity; higher % means a stronger effect; inhibition, % at 11.5 µM, or IC50 in µM where a hit was titrated; hit rate 0.054% among 290,000; in the data active = inhibition above about 50%;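 note: plate controls were vehicle with enzyme for no effect and no enzyme for full effect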
# Myeloid diff MLP = induction of myeloid progenitor differentiation, primary screen, cell-based, flow cytometry, MLPCN library | ER-HoxA9 myeloid progenitors, lysozyme-GFP differentiation | calls only at 10 µM | hit rate 1% among 360,000;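 active = normalized GFP-positive differentiation at or above the plate's own cutoff, the solvent-only control mean plus 3 SD; inconclusive = no clear call, values can overlap the other calls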;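 note: cells exposed to compound for four days before flow analysis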
# GPR35 arrestin U2OS = GPR35 antagonists blocking zaprinast-driven arrestin recruitment, primary screen, imaging, U2OS, beta-arrestin-GFP, zaprinast agonist (AID 2058). G-protein coupled receptor 35 (Homo sapiens). U2OS GPR35 beta-arrestin-GFP translocation imaging, zaprinast antagonism; higher % means a stronger effect. inhibition, % at 10 µM; hits with a dose series show IC50 in µM. hit rate 0.052% among 290,000;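 active = inhibition of at least 50% with at least 30 cells and total cytoplasm GFP at most 10,000,000; inconclusive = under 30 cells or total GFP of 10,000,000 plus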
# HIV fusion peptide = inhibitors of HIV fusion peptide binding, primary screen, biochemical, uHTS, fluorescence dequenching (AID 1986) | cell-free peptide binding, fluorescence dequenching, 30 min; higher % means a stronger effect | hit rate 0.3% among 290,000 | one-dose inhibition, % at 20 µM; IC50 in µM for titrated hits; in the data active = inhibition mostly above about 52%, no sharp cut-off; inactive = mostly below about 76%; note: some results filed as inactive read as strong as hits
# GPR55 antagonists = GPR55 antagonists blocking LPI-driven arrestin recruitment, primary screen, imaging, U2OS, beta-arrestin-GFP, LPI agonist (AID 2013) | G-protein coupled receptor 55 (Homo sapiens) | hit rate 0.13% among 290,000 | inhibition, % at 10 µM; hits with a dose series show IC50 in µM | U2OS GPR55 beta-arrestin-GFP translocation imaging, LPI antagonism; higher % means a stronger effect;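 active = spots per cell inhibited over 60%, with over 100 cells counted and total cytoplasm intensity under 500,000; inconclusive = wells with under 100 cells, flagged as likely toxic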;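 note: U2OS cells stably carrying GPR55 and arrestin-GFP stimulated by 5 µM LPI near EC80; imaged beta-arrestin-GFP aggregate spots per cell after agonist stimulation; plate controls were LPI-stimulated DMSO wells for no effect and DMSO wells without LPI for full effect; some results filed as inactive read as strong as hits; confirmed hits need IC50 under 10 µM and bright autofluorescent wells are also inconclusive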
# MgcRacGAP inhibition = MgcRacGAP GTPase-activating activity inhibitors, confirmation, biochemical, ADP Hunter fluorescence. Rac GTPase-activating protein 1 (Homo sapiens). MgcRacGAP-stimulated Rac1 GTP hydrolysis, ADP Hunter fluorescence; higher % means a stronger effect; GST-tagged Rac1 F28L mutant substrate. inhibition, % at 30 µM; hits with a dose series show IC50 in µM. hit rate 0.6% among 340,000;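 active = first-screen hits whose inhibition reached a set limit at any dose in the follow-up dose series; inconclusive = inhibition above the set first-screen limit but never retested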;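 note: fluorescence reports GDP produced by GAP-driven GTP hydrolysis; strong numbers were not always called active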
# NTR1 ag cell count 20 µM = further read-out of NTR1 ag, marked with its call; cell count; measured here: cell count, cytotoxicity flag
# Myeloid diff MLP GFP+ MAC1+ % = recorded beside Myeloid diff MLP, whose call it bears; GFP+ MAC1+ double positive, %; measured here: differentiation confirmed by MAC1 staining
# Active calls of the source: *; i = inactive; ? = inconclusive; . = not tested or not shown. Random draw from the library; overall some 2.4% were active at least once.
SMILES,NTR1 ag,NTR1 ag cell count 20 µM,Siah-1 displacement,Salmonella PhoP GFP,LYP inhibition,Myeloid diff MLP,Myeloid diff MLP GFP+ MAC1+ %,GPR35 arrestin U2OS,HIV fusion peptide,GPR55 antagonists,MgcRacGAP inhibition
O=C(NNC(=O)C1C2C=CC(C2)C1C(=O)O)c1ccccc1O (configuration not stated),-0.8,54,2%,0%,-11%,i,0.6,8%,3.2%,8%,3%
Cc1ccccc1C(=O)Nc1ccc(Br)c(C)n1,1.0,62,-4%,1%,-5%,i,0.7,11%,-3.1%,-6%,-6%
Cc1cc(NC(=O)CSc2nnc(Cc3ccccc3)o2)no1,-0.8,41,-2%,5%,-10%,i,0.7,6%,0.7%,-10%,3%
CC(=O)Oc1ccc(/C(C)=N/N2CCN(Cc3ccc(C)cc3)CC2)cc1,0.2,54,3%,5%,-11%,i,0.3,5%,-1.3%,-1%,-1%
O=S(=O)(CCNCc1cccs1)c1ccc(Cl)cc1,0.9,52,-5%,4%,-6%,i,0.9,3%,-0.6%,8%,-1%
CC(C)CC(NC(=O)C1CCC(C)CC1)C(=O)Nc1ccccn1 (configuration not stated),-2.0,66,0%,-12%,-5%,i,1.0,-11%,1.7%,-1%,7%
Oc1[nH]c2ccccc2c1N=NC(=S)N1CCOCC1,4.4,51,-10%,?,-4%,.,.,6%,1.9%,29%,19%
COc1ccc(-n2c(Cc3cccn3C)nnc2SCC(=O)Nc2nc(C)cs2)cc1,-1.6,50,7%,1%,-4%,i,8.1,-5%,2.3%,10%,-7%
CN(C)CCCN(C(=O)c1ccc(S(=O)(=O)N2CCc3ccccc32)cc1)c1nc2ccc(F)cc2s1,0.8,61,8%,-1%,-5%,i,0.2,8%,-1.7%,46%,6%
Cc1cccc(NC(=O)Nc2ccc(Oc3c(F)c(F)c(F)c(F)c3F)cc2)c1,-0.9,42,-1%,3%,-7%,i,5.2,13%,0.0%,-1%,9%
O=C(N=C1SC2CS(=O)(=O)CC2N1Cc1ccc(F)cc1)C1CCCO1 (configuration not stated),-1.4,62,-5%,12%,-17%,i,3.3,4%,0.5%,-4%,-14%
CC(=O)c1cccc(NC(=O)N2CCCC2C(=O)NCc2ccc3c(c2)OCO3)c1 (configuration not stated),0.2,52,13%,-6%,-8%,i,0.3,-3%,-1.5%,9%,10%
COc1ccc(-c2ccccc2)cc1NCc1ccc(OC)c(OC)c1,2.2,58,5%,-14%,-5%,i,0.1,-10%,1.3%,8%,6%
OC(CNC1Cc2ccccc2C1)COc1ccc(Cl)cc1 (configuration not stated),0.8,63,3%,2%,-4%,i,0.3,18%,-2.2%,3%,13%
COn1c(SCC(N)=O)nc2ccccc2c1=O,-0.2,43,-2%,1%,0%,i,0.5,1%,-3.9%,5%,13%
O=C1CCCN1CCCNC(=S)Nc1ccccc1,-0.4,55,-2%,-5%,-10%,i,0.6,5%,-1.2%,-7%,.
O=C(CN(Cc1ccccc1)S(=O)(=O)c1ccccc1)N1CCOCC1,-0.8,84,2%,-1%,-10%,i,0.7,10%,-1.5%,0%,8%
COC(=O)N/N=C\c1ccccc1OC/C=C/c1ccccc1,0.6,63,-2%,3%,-6%,?,.,-14%,-1.2%,10%,6%
CC(C)c1ccccc1NC(=S)NCc1ccncc1,2.6,49,-4%,-2%,-10%,i,0.6,-11%,-0.5%,-3%,5%
CC1CCCC(NC(=O)Cc2ccc(Br)cc2)C1C (configuration not stated),-1.0,77,4%,-8%,-1%,i,3.1,1%,3.0%,-3%,-13%
CSc1ccc(CN(C)CC(=O)NCCc2ccccc2)cc1,-0.9,42,4%,-4%,-3%,i,0.7,-3%,-0.3%,-6%,9%
COCCn1c(C)cc(C(=O)CSc2nnc(C)s2)c1C,-3.0,82,0%,10%,-2%,i,0.6,2%,-1.7%,9%,7%
S=C(NCCSCc1c(Cl)cccc1Cl)Nc1ccccc1,7.5,60,0%,16%,2%,i,1.8,8%,-3.6%,5%,7%
COc1cc(C(=O)NCC2(N3CCCCC3)CCCCC2)ccc1OCC(=O)N1CCOCC1,0.9,58,2%,-7%,-8%,i,0.4,-18%,1.1%,14%,11%
C=CCNc1nc(S(=O)Cc2ccc(C)cc2)nc2c1CCCC2 (configuration not stated),4.5,58,12%,2%,-3%,i,1.4,7%,-2.0%,17%,10%
O=C(NCc1cccc(C(F)(F)F)c1)c1cccc(S(=O)(=O)N2CCN(Cc3ccccc3)CC2)c1,0.1,41,0%,-2%,-1%,i,0.5,-4%,0.5%,0%,3%
O=C(O)CCC(=O)NC1CCCCCCC1,-0.4,82,-3%,3%,-3%,i,0.6,-12%,-0.7%,16%,4%
Cc1cccc(N=C2NN=C(c3c(C)[nH]c4ccccc34)CS2)c1,-2.4,69,-8%,19%,-4%,i,1.0,-4%,8.4%,6%,10%
NC(=S)NNC(=O)c1ccccc1Cl,0.0,50,12%,-13%,-8%,i,1.1,7%,0.0%,8%,3%
C[C@@H]1NC(=O)N(c2ccc(F)cc2)C1=O,-1.1,84,-2%,19%,-9%,i,0.5,-10%,-1.8%,-2%,.
Cc1cc2ccccc2nc1SCC(=O)Nc1nc(-c2ccccc2)cs1,3.7,68,-3%,2%,-4%,i,1.1,14%,-0.3%,5%,4%
Cc1n[nH]c(=S)n1/N=C/c1cccc(OCc2ccccc2)c1,9.3,61,-4%,-1%,-1%,i,0.2,-7%,0.1%,-10%,14%
CCC(C)c1ccc(NC(=O)Nc2cnccn2)cc1 (configuration not stated),2.5,44,3%,3%,-6%,?,.,-17%,-0.4%,-20%,-6%
CC(C)Cc1c(O)nc(SCC(=O)Nc2ccc3c(c2)CCC3)[nH]c1=O,-1.0,51,0%,-10%,-2%,i,1.9,-9%,5.0%,17%,2%
CC(O)CNCc1ccccc1C(F)(F)F (configuration not stated),-0.5,62,8%,-5%,4%,i,0.1,-6%,0.7%,5%,7%
Nc1nnc(COc2cccc(C(F)(F)F)c2)s1,1.7,48,-2%,18%,-9%,i,2.0,-19%,24%,8%,2%
OCC(Cc1ccc2c(c1)OCO2)C(CO)Cc1ccc2c(c1)OCO2 (configuration not stated),5.0,93,3%,-2%,-6%,i,2.5,-6%,-2.3%,2%,1%
O=C(Oc1c(CN2CCOCC2)cc(Cl)c2cccnc12)c1ccccc1,1.7,41,6%,?,-5%,?,.,1%,-0.1%,5%,5%
O=C1c2ccccc2C(=O)N1C1CCCCC1,-0.1,55,-3%,6%,-6%,i,0.4,12%,-0.4%,2%,0%
CCCCNC(=O)C(=O)N/N=C/c1cccc(Br)c1,2.0,65,6%,-2%,-4%,i,0.3,1%,-0.8%,5%,10%
O=C(O)c1cc2ccccc2n1-c1ccccc1,-0.6,74,2%,-1%,-1%,i,0.3,8%,-2.1%,15%,5%
COc1cc(C(=S)N2CCOCC2)cc(OC)c1OC,0.4,37,1%,-2%,-10%,i,0.3,4%,-0.8%,4%,13%
CCCc1nc(NCCO)c(C#N)c2c1CCCC2,6.5,45,-1%,-7%,-8%,i,1.0,-12%,-0.6%,-11%,.
Nc1c(C(=O)Nc2ccc3c(c2)OCCO3)nnn1Cc1cccc(F)c1,0.7,64,.,-1%,.,i,1.1,.,.,.,8%
CCOC(=O)N1CCN(S(=O)(=O)N2CCCC(C(=O)NCc3ccc(OC)cc3OC)C2)CC1 (configuration not stated),0.7,73,4%,-7%,-9%,i,3.1,55%,0.5%,12%,10%
COC(=O)c1cc(=O)n(CCc2ccccc2F)c(=Nc2ccc(F)c(Cl)c2)s1,5.1,80,-2%,3%,-3%,i,1.7,7%,-2.1%,4%,5%
CCN(c1ccccc1)S(=O)(=O)c1ccc(Oc2ccc(-n3ccnc3)cc2)nc1,1.7,45,.,10%,.,i,1.2,.,.,.,7%
Cc1cccc(/C=N/NC(=O)CNc2cccc3ccccc23)n1,2.0,61,-2%,6%,-2%,i,0.3,-4%,17%,-2%,11%
CSCC(C)N1CCC(n2nccc2NC(=O)CCOc2ccccc2)CC1 (configuration not stated),-1.1,68,-2%,8%,-9%,i,1.1,-6%,6.8%,-12%,5%
CC(=O)Nc1nnc(S(N)(=O)=O)s1,-0.1,55,1%,3%,-4%,i,2.1,-14%,0.2%,1%,1%
# Additional compounds
SMILES,NTR1 ag,NTR1 ag cell count 20 µM,Siah-1 displacement,Salmonella PhoP GFP,LYP inhibition,Myeloid diff MLP,Myeloid diff MLP GFP+ MAC1+ %,GPR35 arrestin U2OS,HIV fusion peptide,GPR55 antagonists,MgcRacGAP inhibition
CCCCn1c(N)c(N(CCOC)C(=O)c2ccc(S(=O)(=O)N(CC)c3ccccc3)cc2)c(=O)[nH]c1=O,0.2,64,.,14%,.,i,1.0,.,.,.,0%
O=C(NCCOc1nc(N2CCOCC2)nc(N2CCOCC2)n1)Nc1ccc(Cl)cc1,1.5,96,-7%,-4%,-3%,i,2.6,19%,1.7%,12%,9%
CC(C)c1ccc(NC(=O)C(c2ccccc2)N2CCC3(CC2)OCCO3)cc1 (configuration not stated),-0.1,93,-1%,6%,1%,i,1.4,-9%,0.1%,-17%,5%
COc1ccc(Cc2nnc(NC(=O)c3cccc([N+](=O)[O-])c3)s2)cc1,1.3,58,-6%,-11%,-3%,i,0.5,-14%,1.4%,-15%,0%
N#CC(=C1N=c2ccccc2=N1)c1c(O)[nH]c2ccccc12,.,.,-5%,1%,-8%,.,.,-5%,-0.1%,-11%,.
CCCS(=O)(=O)c1nc(S(=O)(=O)c2ccc(C)cc2)c(N2CCCC(C)C2)s1 (configuration not stated),0.5,58,5%,0%,1%,i,0.9,5%,-0.1%,6%,5%
COc1ccc(NC(=O)CSC2=NC(=O)CC(C)=N2)cc1,0.1,36,-1%,-12%,-3%,i,0.4,9%,1.2%,1%,8%
COc1ccc(C(=O)OCC(=O)Nc2ccc3[nH]c(=O)[nH]c3c2)cc1,-0.3,73,.,10%,.,i,0.6,.,.,.,0%
